TEAD-YAP block = TEAD-YAP interaction inhibition; 1.4% of 640,000 active; AID 1259422; inhibition, % at 9.12 µM; HEK-TIYL cells, TEAD-Gal4/YAP UAS-luciferase luminescence; in the data active = inhibition above about 32%;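 also: 0% = median of test compound wells and 100% = reference inhibitor wells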
FBW7 act = activators of human E3 ligase FBW7; Q969H0; AlphaScreen FBW7–phospho-cyclin E peptide binding, activator screen; normalized activity (activation), % at 26.1 µM; 0.13% of 650,000 active; in the data active = normalized activity above about 1.9%;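 also: purified mutant Fbw7 with reduced substrate affinity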
MITF primary = human MITF inhibition, primary screen; AlphaScreen MITF homodimerization, bead proximity signal; inhibition, % at 2.6 µM; 0.91% of 650,000 active; in the data active = inhibition above about 50%;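 also: 0% = vehicle wells with protein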
Target sequence (O75030 whole entry, looked up): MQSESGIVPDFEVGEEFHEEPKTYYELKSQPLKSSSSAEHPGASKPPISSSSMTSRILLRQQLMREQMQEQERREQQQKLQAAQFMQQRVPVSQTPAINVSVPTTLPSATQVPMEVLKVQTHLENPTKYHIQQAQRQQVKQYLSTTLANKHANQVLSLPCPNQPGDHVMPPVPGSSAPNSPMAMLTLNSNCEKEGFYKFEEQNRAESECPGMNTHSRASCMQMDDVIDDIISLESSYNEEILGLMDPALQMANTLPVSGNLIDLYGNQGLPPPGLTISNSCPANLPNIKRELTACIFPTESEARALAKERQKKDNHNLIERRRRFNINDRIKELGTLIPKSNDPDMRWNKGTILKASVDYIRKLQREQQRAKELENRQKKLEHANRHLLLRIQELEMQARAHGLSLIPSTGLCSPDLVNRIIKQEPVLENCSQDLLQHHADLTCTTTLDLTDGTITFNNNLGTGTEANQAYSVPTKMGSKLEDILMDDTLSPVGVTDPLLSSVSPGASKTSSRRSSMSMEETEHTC
GPR151 activ = human GPR151 activation | PathHunter beta-arrestin GPR151 cells, luminescence | activation, % at 11.2 µM | 1% of 650,000 active | AID 1508602; in the data active = activation above about 4.9%;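 also: 0% = median of compound wells and 100% = cells with positive control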
Target sequence (Q8TDV0 whole entry, looked up): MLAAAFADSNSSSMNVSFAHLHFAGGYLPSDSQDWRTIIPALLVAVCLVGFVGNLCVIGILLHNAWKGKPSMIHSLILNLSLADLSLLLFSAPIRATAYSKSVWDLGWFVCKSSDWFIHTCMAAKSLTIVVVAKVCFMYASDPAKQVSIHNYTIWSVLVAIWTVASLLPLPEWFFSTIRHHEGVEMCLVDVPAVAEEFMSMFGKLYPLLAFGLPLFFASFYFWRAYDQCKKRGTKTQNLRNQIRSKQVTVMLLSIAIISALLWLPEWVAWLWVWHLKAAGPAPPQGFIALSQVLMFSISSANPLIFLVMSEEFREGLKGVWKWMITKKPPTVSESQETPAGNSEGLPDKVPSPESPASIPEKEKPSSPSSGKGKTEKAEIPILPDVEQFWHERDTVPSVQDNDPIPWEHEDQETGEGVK
Starred values were filed as active, the others as inactive; & = joins results of further samples.

SMILES	TEAD-YAP block	FBW7 act	MITF primary	GPR151 activ
O=C1c2cccnc2C(Nc2ccc(F)cc2)N1Cc1ccco1 (centres undefined)	0.1	-0.5	-4.4	1.7
Cc1cc(Br)ccc1NC(=O)Cn1ncc2c1-c1ccccc1OC2	-3.6	0.1	-5.2	-1.1
CCOCCCn1c(=S)[nH]c2cc(C(=O)NCc3ccc(F)cc3)ccc2c1=O	6.0	1.5	-12.9	1.2
COc1ccc(S(=O)(=O)Nc2cccc(SC)c2)cc1Cl	9.4	0.0	11.6	-0.4
CCc1ccc(OCC(=O)O/N=C(\N)c2ccc([N+](=O)[O-])cc2)cc1	-2.0	-0.2	-0.5	-0.8
COc1ccccc1N1CCN(C(c2nnnn2C2CCCC2)C(C)C)CC1 (centres undefined)	-3.2	0.1	-1.7	-0.2
NC(=O)NC(CC(=O)Nc1cccc(S(N)(=O)=O)c1)c1ccccc1Cl (centres undefined)	-5.9	0.2	31.9	-1.0
NC(CC(=O)O)c1ccc(F)cc1F (centres undefined)	12.8	0.0	-7.8	0.1
CCOC(=O)c1ccc(N2C(=O)C3C4C=CC(C5CC45)C3C2=O)cc1 (centres undefined)	-12.9	0.0	9.7	-1.4
O=[N+]([O-])c1ccc(Cl)cc1Sc1nc2ccccc2s1	10.2	-0.2	6.9	1.0
CCn1cc(C(=O)Nc2cc(C(C)(C)C)ccc2OC)c(=O)c2ccc(C)nc21	-5.3	0.5	10.7	-1.3
C=CCN(c1ccccc1)S(=O)(=O)c1ccc2c(c1)NC(=O)C(C)C(=O)N2 (centres undefined)	-8.8	-0.2	10.2	1.9
CCOc1ccc(C2C(C(=O)OC(C)C)=C(C)NC3=C2C(=O)CC(c2ccccc2)C3)cc1 (centres undefined)	-6.3	0.1	-6.2	-0.3
CCOC(=O)c1ccc(NC(=O)CSc2nc3c(c(=O)n2-c2ccc(F)cc2)SCC3)cc1	4.4	-0.1	0.0	-1.3
O=C(CN1C(=O)COc2ccccc21)Nc1ccc2c(c1)OCCO2	-12.4	0.3	-13.9	0.0
CC(C)OCCCNC(=O)c1cc2c(Cl)nc3ccccc3c2s1	-5.0	-0.1	22.4	0.1
CC(C)CCN1CCN(Cc2cnn(-c3ccccc3F)c2)CC1CCO (centres undefined)	7.0	-0.2	-14.3	1.1
COC(=O)[C@@H]1CCCN1C(=O)c1c(OC)cc(=O)n2c1CCN(CC(C)C)CC2	-2.6	-0.2	0.2	-0.4
Cn1c(C(=O)N2CCN(c3ccccc3)CC2)cc2c(=O)n3ccccc3nc21	8.2	0.1	-5.8	0.6
COc1ccc(CCNC(=O)c2cccc(-c3ccc(OC)cc3)n2)cc1	18.1	0.2	-4.5	-0.1
Cc1ccc(C)n1-c1ccc(-c2ccc(-n3c(C)ccc3C)cc2)cc1	-6.3	0.2	-14.4	-0.4
CSCC(=O)N1CCCC(C(=O)Nc2ccc(-c3cccc(F)c3)cc2)C1 (centres undefined)	-38.2	0.2	-5.6	5.6*
O=C1CCCC(OC(=O)c2ccco2)=C1Sc1ccccc1[N+](=O)[O-]	11.8	0.0	3.3	1.5
COc1ccc(C2C3=C(CC(C)(C)CC3=O)Nc3ccccc3N2C(=O)c2ccc(Br)cc2)cc1 (centres undefined)	-1.1	-0.1	-8.2	1.2
Cc1nn(C(=O)c2ccco2)c(C)c1Sc1ccc(Br)cc1	3.2	-0.1	-1.2	-0.5

Looked up by structure from the list above, 2 records:
SMILES	TEAD-YAP block	FBW7 act	MITF primary	GPR151 activ
CCOC(=O)c1ccc(N2C(=O)C3C4C=CC(C5CC45)C3C2=O)cc1 (centres undefined)	-12.9	0.0	9.7	-1.4
CC(C)OCCCNC(=O)c1cc2c(Cl)nc3ccccc3c2s1	-5.0	-0.1	22.4	0.1

Continuation:
SMILES	TEAD-YAP block	FBW7 act	MITF primary	GPR151 activ
CC(=O)Oc1ccc(N(C(C)=O)S(=O)(=O)c2ccc(C(C)C)cc2)cc1	-0.5	0.0	15.4	0.1
Cc1cccnc1NC(=O)c1cc2c(=O)oc3ccccc3c2s1	2.2	0.2	-12.9	0.7
CC1(C)Cc2ccccc2/C(=C/C(=O)c2ccccc2[N+](=O)[O-])N1	-5.8&0.6	-0.1&-0.4	-4.6&1.7	-0.3&0.1
COc1ccc(/C=C(\NC(=O)c2ccc([N+](=O)[O-])cc2)C(=O)NCc2ccccc2)cc1	3.7	0.0	31.8	-1.6
COc1cc(-c2nccnc2NCC2CC2)cc(OC)c1OC	0.8	-0.1	-18.5	-0.1
O=C(Cc1ccccc1[N+](=O)[O-])NCc1ccccc1Cl	-39.7	-0.3	-1.7	0.9
CCCCN(CC)C(=O)C1CCCN(S(=O)(=O)c2cccc3nsnc23)C1 (centres undefined)	1.8	0.2	-0.5	0.1
Oc1ccccc1-c1nc2cnccn2c1NCc1ccco1	1.6	-0.1	11.8	-0.1
Cc1cc(N)nc(-c2c(C)noc2C)n1	-8.0	-0.1	3.1	-1.1
CCCCNS(=O)(=O)c1ccc(OCC(=O)NC2CCCC2)cc1	-5.4	0.1	11.0	0.0
NC1=NC(=O)/C(=C\c2ccc(Oc3ccc([N+](=O)[O-])cn3)cc2)S1	7.3	1.3	8.5	-0.9
COCC(C)Nc1nc2nonc2nc1NCc1ccccc1 (centres undefined)	5.2	0.0	7.5	0.4
Cn1nccc1Nc1nc(NCc2cccc(C(F)(F)F)c2)c2ncn(-c3ccccc3)c2n1	2.8	-0.1	-1.1	-0.4
COc1cccc(C2/C(=C(/O)c3ccc(F)cc3)C(=O)C(=O)N2Cc2cccnc2)c1 (centres undefined)	-4.0	0.1	4.1	0.4
O=C(Nc1ccc(O)cc1C(=O)O)c1ccc(Cl)c(Cl)c1	2.7	-0.4	37.2	-3.1
Cc1nnc(SCc2ccccc2)n1N	3.1	-0.2	-13.2	0.3
COc1ccc(-c2nc(N3CCN(c4ccc(Cl)cc4)CC3)c3ccccc3n2)cc1OC	10.2	-0.1	6.1	-0.8
Cc1ccc2c(CNCc3ccco3)c(C(=O)O)[nH]c2c1	9.1	0.1	6.7	1.5
COc1ccc(N2CCN(C(=O)CN3CCN(CCO)CC3)CC2)cc1	-10.5	-0.1	8.9	-8.8
COc1cc2nc(Cc3cccs3)n(NC(=O)c3ccccc3F)c(=O)c2cc1OC	0.1	0.0	7.6	-1.1
C#CCN(CC#C)c1ccc([N+](=O)[O-])cc1	10.1	0.0	6.5	1.3
CC(C)n1cnc2c(N)nc(N3CCOCC3)nc21	-5.6	0.1	-2.1	0.6
N#Cc1cc2c(=O)n3ccccc3nc2n(Cc2ccccc2)c1=NC(=O)CCCCl	-0.8	0.2	-1.3	1.5
COc1cc(Nc2nc(C(=O)NC3CCN(Cc4ccccc4)CC3)cs2)cc(OC)c1OC	-1.2	-0.1	15.6	1.3
O=C(CSc1nc2ccccc2c(=O)n1Cc1cccs1)Nc1ccccc1Cl	-2.1	0.0	4.1	-0.3
(listing goes on)
SMILES	TEAD-YAP block	FBW7 act	MITF primary	GPR151 activ
CCc1ccc(NC(=O)C(NS(=O)(=O)c2cccc3nsnc23)C(C)C)cc1 (centres undefined)	8.6	0.0	10.7	-0.2
COc1ccccc1NC(=O)CC(NCC1CCCO1)C(=O)O (centres undefined)	-2.7	0.8	-1.5	-0.6
C=CCn1c(=S)[nH]c2scc(-c3ccc(OC)cc3)c2c1=O	5.2	0.0	15.6	-0.5
O=C(Nc1ccc(Cl)cc1)c1ccccc1C(=O)c1ncc[nH]1	-3.0	0.0	-4.9	-1.3
CCCc1cc(=O)oc2c(C)c(OCc3ccccc3F)ccc12	-7.9	-0.4	1.1	-0.8
CSCCOC(=O)C1=C(C)NC(=O)NC1c1cccc(Cl)c1 (centres undefined)	-4.9	0.1	4.6	1.1
Cc1ccc(CNc2ncc(-c3ccccc3)n2C)o1	-25.1	0.6	46.2	-0.6
CC(=O)c1cccc(OCc2ccc([N+](=O)[O-])cc2)c1	-45.7	-0.5	-0.3	1.2
CCOc1ccc2c(=O)c(-c3ccccc3)c(C(F)(F)F)oc2c1C	-2.1	-0.2	-3.9	0.1
Cc1ccc(CN2C(=O)CN(CC(=O)O)C(=O)C2c2ccccc2F)cc1 (centres undefined)	-6.6	0.0	1.3	-0.6
CC(=O)Oc1ccc2c(=O)c(Oc3ccccc3)coc2c1	-3.2	0.3	-3.5	-2.5
COc1ccc(-n2c(-c3cnccn3)n[nH]c2=S)cc1	10.0	0.2	19.0	0.2
CCn1cc(CN2CCC(n3nccc3NC(=O)c3ccc4c(c3)OCO4)CC2)c(C)n1	16.6	0.2	8.8	0.9
Cc1ccc(S(=O)(=O)n2c(SCC(=O)Nc3ccc(OC(F)(F)F)cc3)nc3ccccc32)cc1	-5.8	0.0	2.3	3.6
O=C(Nc1ccc2oc(-c3cncc(Br)c3)nc2c1)C(Cl)(Cl)Cl	-22.8	0.1	7.1	0.8
CCOc1ccc(-n2cnnn2)cc1S(=O)(=O)NC(c1ccccc1)c1ccccc1	-12.0	0.0	-1.1	-0.2
Cc1cc(=O)n(C(=O)c2ccc(Cl)cc2)c(=O)[nH]1	-1.1	-0.1	5.2	0.2
CCn1c2c(c(=O)[nH]c1=O)C(c1ccc(OC)cc1)C1=C(CC(C)(C)CC1=O)N2 (centres undefined)	3.4	0.2	13.2	-0.7
COc1cccc(C(=O)N2c3ccccc3N3C(c4c(C)cc(C)cc4C)=NON23)c1	4.6	0.1	5.8	0.8
CCCc1cc(=O)[nH]c(SCC(=O)NC(C)(C)C)n1	8.9	0.0	4.8	-0.3
CC(C)N(CCNc1ccnc(Nc2ccccc2)n1)C(C)C	1.1	-0.1	3.6	-1.5
Nn1cc(-c2ccccc2)nc1SCC(=O)NCCc1ccc(F)cc1	3.5	-0.1	14.7	-2.2
CC12CCC(C(=O)Nc3c(Cl)cccc3Cl)(OC1=O)C2(C)C (centres undefined)	-16.9	-0.3	-2.6	0.2
Cc1cc(C(=O)Nc2ccnn2-c2cccc(C(=O)Nc3ccc(N4CCOCC4)cc3)c2)no1	-6.7	0.1	11.7	0.4
NC(=O)CN1CCN(CC(=O)Nc2ccc(Cl)cc2)CC1	-3.3	0.1	4.8	0.5

Among those listed so far, these contain two or more sulfur atoms:
SMILES	TEAD-YAP block	FBW7 act	MITF primary	GPR151 activ
COc1ccc(S(=O)(=O)Nc2cccc(SC)c2)cc1Cl	9.4	0.0	11.6	-0.4
O=[N+]([O-])c1ccc(Cl)cc1Sc1nc2ccccc2s1	10.2	-0.2	6.9	1.0
CCOC(=O)c1ccc(NC(=O)CSc2nc3c(c(=O)n2-c2ccc(F)cc2)SCC3)cc1	4.4	-0.1	0.0	-1.3
CCCCN(CC)C(=O)C1CCCN(S(=O)(=O)c2cccc3nsnc23)C1 (centres undefined)	1.8	0.2	-0.5	0.1
O=C(CSc1nc2ccccc2c(=O)n1Cc1cccs1)Nc1ccccc1Cl	-2.1	0.0	4.1	-0.3
CCc1ccc(NC(=O)C(NS(=O)(=O)c2cccc3nsnc23)C(C)C)cc1 (centres undefined)	8.6	0.0	10.7	-0.2
C=CCn1c(=S)[nH]c2scc(-c3ccc(OC)cc3)c2c1=O	5.2	0.0	15.6	-0.5
Cc1ccc(S(=O)(=O)n2c(SCC(=O)Nc3ccc(OC(F)(F)F)cc3)nc3ccccc32)cc1	-5.8	0.0	2.3	3.6

Remaining list, next part.
SMILES	TEAD-YAP block	FBW7 act	MITF primary	GPR151 activ
O=C(Nc1cccc(C(F)(F)F)c1)N[C@H]1C[C@H]2C(=O)N3CCC[C@@H]3C(=O)N2C1	5.2	0.0	9.0	0.5
COCCOC(=O)C1=C(C)NC(=O)NC1c1ccc(F)c(Br)c1 (centres undefined)	-24.8	-0.1	0.4	1.4
COC(=O)Cn1c(=N)n(C)c2ccccc21	19.9	0.2	15.5	-0.6
Cc1ccccc1NC(=O)N1CCCC1C(=O)NC(C)C (centres undefined)	0.0	0.0	-1.7	1.0
CCN(C(=O)CCl)c1cccc2ccccc12	67.5*	-0.3	-10.0	2.6
NC(=Nc1ccccc1)NC(=O)c1nc(Cl)c(N)nc1N	-40.0	0.7	5.6	0.9
CC1=CC2=NC(=O)/C(=C\c3ccc(OCc4ccccc4[N+](=O)[O-])c(Cl)c3)C(=N)N2O1	-2.4	0.2	11.1	-2.6
COc1ccc(C2CC(c3ccccc3OC)n3nc(N)nc3N2)cc1 (centres undefined)	3.5	0.0	14.1	-0.3
COc1ccc(NS(=O)(=O)c2ccc(NC(=O)c3ccccc3Br)cc2)nn1	7.2	0.2	11.2	0.9
CCN(CC)C(=O)CN(c1ccccc1)S(=O)(=O)c1ccccc1	0.4	0.1	11.5	0.1
CCOC(=O)c1c(NC(=O)C(C)Oc2ccc(OC)cc2)sc(C)c1C (centres undefined)	2.4	-0.6	17.3	-2.1
COc1ccc(N2CCN(C3CCCN(Cc4cc(C)c(C)o4)C3)CC2)cc1 (centres undefined)	-6.6	0.1	12.8	0.1
CCOC(=S)N/C(=N/S(=O)(=O)c1ccc(Cl)cc1)c1ccccc1	1.4	-0.1	3.9	2.7
Cc1ccc2oc(C(=O)N(Cc3ccc(C)o3)C3CCS(=O)(=O)C3)c(C)c2c1 (centres undefined)	4.2	-0.1	11.7	0.2
CC1Cc2cccc3c2N1C(=O)CC3=O (centres undefined)	-16.4	-0.4	10.9	1.4
Cc1cc(C)n(-c2cc(Cl)cc(Cl)c2)c(=O)c1C#N	10.1	0.3	7.6	2.1
CCCNc1nc(-c2ccccc2)nc2c1ncn2Cc1ccc(C(F)(F)F)cc1	10.1	0.5	20.2	-0.5
CCN(CC)c1ccc(Nc2c(-c3ccc4c(c3)OCC(=O)N4)c(=O)c2=O)c(C)c1	12.2	-0.2	4.2	0.3
CCCCNC(=O)c1cc(COc2cccc3cnccc23)on1	14.3	-0.1	0.7	1.6
CN1C(=O)C(=Cc2ccc(N3CCCC3)cc2)C(=O)N(C)C1=S	13.3	0.3	-4.0	-0.4
